# Screens (PubChem BioAssay)
# LDHA block = qHTS assay for inhibitors of human lactate dehydrogenase. purified LDHA, NADH/diaphorase-resazurin fluorescence; active compounds read low. AID 1347041, 2019. actives 0.15% (n = 480,000). activity change, % (values are at about 110 or 230 µM); in the data active = activity change below about -30%; inconclusive = mostly about -25% to -30%;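 also: plate controls were DMSO wells for no effect and wells without enzyme for full effect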
#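 Resorufin fluorescence (ex540/em590), read at 0 and 20 min after diaphorase/resazurin addition, reports the NADH left after a 5 min room-temperature reaction of 2 nM human LDH5 with 0.06 mM NADH and 0.2 mM pyruvate.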
# RGS4 inhibitor = Inhibitors of Regulator of G Protein Signaling (RGS) 4: qHTS. actives 0.039% (n = 390,000). Regulator of G-protein signaling 4 (Homo sapiens), P49798. Potency, µM (highest dose often 114 µM), inactives show at the top dose activity change, negative = inhibition, most hits filed as inhibitors. Transcreener GDP fluorescence polarization, RGS4-accelerated GTP hydrolysis. AID 504845, 2011; also: potency is read from the fitted curve at half-maximal effect; % is scaled to controls: 0 for no effect and ±100 for the full control effect; nearly all actives have a fitted effect of over 75% in size; some results filed as inactive show a strong effect at the top dose
# Target sequence (P49798 whole entry, looked up): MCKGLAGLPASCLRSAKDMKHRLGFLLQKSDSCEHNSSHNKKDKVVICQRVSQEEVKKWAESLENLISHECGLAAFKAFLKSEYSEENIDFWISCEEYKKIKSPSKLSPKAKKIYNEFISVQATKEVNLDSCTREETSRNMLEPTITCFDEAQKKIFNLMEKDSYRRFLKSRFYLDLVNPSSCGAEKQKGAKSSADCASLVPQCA
#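 MLSMR compounds (23 nl, pin-transferred) preincubated 10 min at room temperature with a 500nM (2x) first reagent, then RGS4 at 900nM (2x) plus Transcreener GDP mix added; fluorescence polarization (620/688 nm) read before and after 90 min at 30 °C.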
# Vif-A3G inh = qHTS for Inhibitors of Vif-A3G Interactions: qHTS | DNA dC->dU-editing enzyme APOBEC-3G (Homo sapiens), Q9HC16 | HeLa A3G-eYFP + Vif (tagged APOBEC3G with the HIV-1 protein that degrades it), YFP fluorescence, overnight | Potency, µM (highest dose often 46.1 µM), for inactives: at the highest dose activity, negative = active, usual class: inhibitors | actives 0.076% (n = 410,000) | AID 602310, 2012;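 also: potency is read from the fitted curve at half-maximal effect; % is scaled to controls: 0 for no effect and ±100 for the full control effect; nearly all actives have a fitted effect of over 60% in size; hits raise eYFP signal because A3G escapes Vif-driven loss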
# Target sequence (Q9HC16 whole entry, looked up): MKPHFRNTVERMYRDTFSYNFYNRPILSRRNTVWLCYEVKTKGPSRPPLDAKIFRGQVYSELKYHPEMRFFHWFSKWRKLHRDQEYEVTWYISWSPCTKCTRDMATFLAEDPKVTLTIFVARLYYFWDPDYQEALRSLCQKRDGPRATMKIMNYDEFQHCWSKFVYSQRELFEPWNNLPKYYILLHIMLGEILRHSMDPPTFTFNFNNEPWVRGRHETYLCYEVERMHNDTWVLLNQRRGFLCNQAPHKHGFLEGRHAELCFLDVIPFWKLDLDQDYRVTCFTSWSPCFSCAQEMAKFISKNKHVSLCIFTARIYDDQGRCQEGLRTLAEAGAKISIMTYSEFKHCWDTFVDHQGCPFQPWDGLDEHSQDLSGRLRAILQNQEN
#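 HeLa cells stably expressing Vif and C-terminally eYFP-tagged A3G, seeded overnight at 37 deg C, then exposed to compound by pintool overnight at 37 deg C. Rise in yellow fluorescence (Ex 488/Em 500-530, Acumen) marks blocked Vif-driven A3G degradation.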
# GRP78 ERSR act = qHTS for Inducers of the Endoplasmic Reticulum Stress Response (ERSR) in Human Glioma: qHTS. U87-MG GRP78 promoter luciferase reporter, 16 h. Potency, µM, for inactives: top-dose activation, actives largely listed as activators. actives 0.02% (n = 420,000). AID 602332, 2012; also: potency is read from the fitted curve at half-maximal effect; series mostly up to about 76 µM; % of control where 0% means no effect; nearly all actives have a fitted effect of over 35% in size
#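 ERSR induction read as luciferase luminescence (Bright-Glo, 10 min at room temperature) in stably transfected human U87-MG glioma cells exposed to compounds for 16 h, using GRP78 as sensor.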
# mIDH1 inhibitor = qHTS for Inhibitors of mutant isocitrate dehydrogenase 1 (IDH1): qHTS. actives 0.093% (n = 390,000). Potency, µM (series often up to 76.6 µM), for the others: top-dose activity change, negative = inhibition, usual class: inhibitors. IDH1-R132H enzyme, NADPH consumption, diaphorase/resazurin fluorescence. Isocitrate dehydrogenase [NADP] cytoplasmic (Homo sapiens), O75874; also: potency is read from the fitted curve at half-maximal effect; % is scaled to controls: 0 for no effect and ±100 for the full control effect; nearly all actives have a fitted effect of over 65% in size
# Target sequence (O75874 whole entry R132H, stated change not applied): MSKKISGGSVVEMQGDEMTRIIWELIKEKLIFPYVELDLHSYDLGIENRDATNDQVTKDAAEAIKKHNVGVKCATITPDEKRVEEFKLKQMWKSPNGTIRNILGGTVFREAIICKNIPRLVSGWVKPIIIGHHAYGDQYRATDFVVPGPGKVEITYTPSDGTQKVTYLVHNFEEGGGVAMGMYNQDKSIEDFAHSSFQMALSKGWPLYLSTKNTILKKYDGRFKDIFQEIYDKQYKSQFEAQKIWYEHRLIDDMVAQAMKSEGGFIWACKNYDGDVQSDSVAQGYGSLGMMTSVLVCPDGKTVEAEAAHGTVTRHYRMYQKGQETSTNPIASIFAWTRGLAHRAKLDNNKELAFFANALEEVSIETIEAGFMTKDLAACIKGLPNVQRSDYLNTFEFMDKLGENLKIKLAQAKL
#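 IDH1-R132H (0.5 ug/mL dispensed) in pH 7.5 Tris buffer was preincubated 30 min with compound, then given a substrate mix of 0.016 mM NADPH and 2 mM alpha-KG for 80 min at room temperature; remaining NADPH was read by diaphorase/resazurin fluorescence.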
# rTrxR1 inhibitor = qHTS Assay for Inhibitors of Mammalian Selenoprotein Thioredoxin Reductase 1 (TrxR1): qHTS | Thioredoxin reductase 1, cytoplasmic (Rattus norvegicus), O89049 | Potency, µM (top dose mostly 114 µM), inactives show top-dose activity change, negative = inhibition, most hits filed as inhibitors | AID 588453, 2011 | recombinant rTrxR1, NADPH fluorescence consumption, selenite substrate | actives 1% (n = 390,000); also: potency is read from the fitted curve at half-maximal effect; % is scaled to controls: 0 for no effect and ±100 for the full control effect; nearly all actives have a fitted effect of over 65% in size
#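 Rat TrxR1 (90 nM in the dispensed reagent) was pre-reduced with 400 uM NADPH for 5 min at room temperature, then incubated with compound for 15 min. After 400 uM selenite was added, NADPH fluorescence (Ex 340/Em 450 nm) was followed for 8 min.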
# TrxR1 substrate = qHTS Assay for Substrates of Mammalian Selenoprotein Thioredoxin Reductase 1 (TrxR1): qHTS | Potency, µM (highest dose often 114 µM), inactives show top-dose activity change, negative = substrate turnover | AID 588456, 2011 | actives 0.01% (n = 390,000) | purified TrxR1 substrate turnover, NADPH consumption readout | Thioredoxin reductase 1, cytoplasmic (Rattus norvegicus), O89049; also: potency is read from the fitted curve at half-maximal effect; % is scaled to controls: 0 for no effect and ±100 for the full control effect; nearly all actives have a fitted effect of over 50% in size
#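 Rat TrxR1, dispensed at 90 nM, was prereduced with 400 uM NADPH (final) for 5 min at ~22 deg C, then incubated with compound 15 min before 400 uM selenite. A first-read NADPH fluorescence drop versus no-compound background flagged substrates.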
# Vif-APOBEC3F blk = qHTS for Inhibitors of Vif-A3F Interactions: qHTS; HeLa A3F-eYFP + Vif (tagged APOBEC3F with the HIV-1 protein that degrades it), YFP fluorescence increase; Potency, µM (doses to about 46.1 µM), for the others: top-dose activity, negative = active; actives 0.2% (n = 390,000); AID 602313, 2012; also: potency is read from the fitted curve at half-maximal effect; % of control where 0% means no effect; nearly all actives have a fitted effect of over 65% in size
#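 HeLa cells stably expressing A3F-eYFP plus Vif, plated and incubated overnight at 37 deg C, then exposed to compounds overnight at 37 deg C. Blocked degradation read as raised yellow fluorescence (Ex 488/Em 500-530).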
# USP1-UAF1 inh = Inhibitors of USP1/UAF1: Primary Screen; Potency, µM (series often up to 57.1 µM), inactives show at the top dose activity change, negative = inhibition, most hits filed as inhibitors; recombinant USP1/UAF1, Ub-Rhodamine cleavage fluorescence; actives 0.23% (n = 390,000); Ubiquitin carboxyl-terminal hydrolase 1 (Homo sapiens), O94782; also: potency is read from the fitted curve at half-maximal effect; % is scaled to controls: 0 for no effect and ±100 for the full control effect; nearly all actives have a fitted effect of over 60% in size; inactives centre near -12
#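 USP1/UAF1 complex at 1 nM was preincubated with compound for 15 min at room temperature, then Ub-Rho substrate (150nM final) was added. Fluorescence (480/540 nm) was read kinetically, 6 reads every 60 seconds.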
# * marks the source's active call; other numbers are inactive results; ? = inconclusive; [ ] = remark or other dose. Unless noted, calls follow the shape of the dose curve; as a rule, active = well fitted curve in the direction sought with a large enough effect; inconclusive = small, poorly fitted or top-dose-only effect, or another doubt; inactive = no such curve, though single readings can be large; an effect the other way counts as inactive or inconclusive. The list is partial; count on the stated rates, not on these rows.
structure | LDHA block | RGS4 inhibitor | Vif-A3G inh | GRP78 ERSR act | mIDH1 inhibitor | rTrxR1 inhibitor | TrxR1 substrate | Vif-APOBEC3F blk | USP1-UAF1 inh
NS(=O)(=O)c1ccc(CCNS(=O)(=O)c2ccccc2)cc1 | -2 | 16% | 0% | -3% | 0% | 3% | -3% | -2% | -3%
COc1ccc(-c2csc(NC(=O)COC(=O)C3=COCCO3)n2)cc1 | -18 | -7% | 0% | 1% | -4% | 15% | 1% | -1% | 3%
COc1cccc(NS(=O)(=O)c2ccc3c(c2)NC(=O)C(C)C(=O)N3)c1 (stereo not given) | -1 | 4% | -7% | -3% | -1% | -11%[57.1 µM] | -1%[57.1 µM] | 3% | -23%
Cc1ccccc1Nc1nc(N)nc(CCl)n1 | -5 | 16% | -16% | 10% | 1% | -5%[57.1 µM] | 12%[57.1 µM] | -2% | -7%
O=C(Oc1ccc(C(=S)N2CCOCC2)cc1Br)c1ccccc1F | 0 | -48% | -1% | -7% | 7% | 2% | -5% | -1% | -23%
Cc1ccc(/C=N/NC(=O)c2ccc(Br)o2)s1 | ? | -4% | -15% | 8% | 2% | -6% | -13% | 4% | -5%
O=C(NC1CCCCC1)c1cccc2c1C(=O)c1ccc(N3CCC(Cc4ccccc4)CC3)cc1S2(=O)=O | -5 | 15% | ? | -6% | -1% | 21%[57.1 µM] | -7% | ? | 224%[activator]
Cc1ccc(CNC(=O)CCc2nnc3ccc(NCCCN4CCCC4=O)nn23)cc1 | -1 | -21% | 10% | -2% | 10% | 5% | 3% | -3% | -6%
Cc1cccc(CN2CCC(C(=O)Nc3cccc(-c4cccc(F)c4)c3)CC2)n1 | -8 | -16% | 1% | 0% | 0% | 4% | -1% | -26% | -13%
O=C(c1c(F)cccc1F)N1CCCC1 | -4 | -13% | -9% | -5% | 8% | 3%[57.1 µM] | -2% | 1% | -13%
O=S(=O)(c1ccc(-n2cnnn2)cc1)N1CCNCC1 | 2 | 8% | 2% | -4% | -18% | 20% | 8% | 5% | -10%
Cn1c(=O)c(=O)n(C)c2cc(S(=O)(=O)N3CCC(Cc4ccccc4)CC3)ccc21 | 2 | ? | 2% | -5% | -1% | -16% | 5% | 1% | -14%
O=C(NCc1ccccn1)C(=O)NCC1OCCN1S(=O)(=O)c1ccc(Cl)cc1 (stereo not given) | 3 | -41% | -3% | -5% | 8% | 2%[57.1 µM] | -6%[57.1 µM] | 2% | -8%
O=C1Nc2c(c(=O)[nH]c(=O)n2-c2ccc(F)cc2)C1(NS(=O)(=O)c1ccccc1)C(F)(F)F (stereo not given) | -3 | -29% | 2% | -5% | 4% | 2% | -5% | 1% | -8%
CC(C)OC(=O)C1C2C=CC3(CN(C(C)c4ccc(Br)cc4)C(=O)C13)O2 (stereo not given) | -2 | -10% | -4% | -4% | 1% | 12%[57.1 µM] | 7%[57.1 µM] | 0% | 1%
CN(C)C(CNC(=O)c1ccc(S(=O)(=O)N(C)C)cc1)Cc1ccccc1 (stereo not given) | 0 | -2% | 1% | 3% | 10% | 23%[57.1 µM] | 9%[57.1 µM] | -10% | -3%
Cn1cc(CN2CCC(C(=O)Nc3cccc(-c4cscn4)c3)CC2)cn1 | -3 | 5% | -4% | 3% | -11% | 18% | 14% | 3% | -24%
O=C(Nc1nc2ccccc2n1Cc1ccccc1)c1ccco1 | -1 | -27% | -10% | -2% | 17% | 17%[57.1 µM] | 9%[57.1 µM] | -7% | -11%
Cc1ccc(S(=O)(=O)N2CCC(C(=O)N3CCC[C@H]3C(=O)NCc3ccccc3)CC2)cc1 | 0 | 15% | -9% | -7% | 0% | 10% | 8% | -1% | 1%
COc1ccc(-c2nc3ncnn3cc2C)cc1F | -5 | 2% | 1% | -2% | -7% | 4%[57.1 µM] | 109%[activator][57.1 µM] | 6% | -4%
OCc1cn(-c2ccccc2)nc1-c1ccco1 | -3 | -45% | 1% | 4% | 6% | 4% | 20% | -2% | 1%
O=C(COc1ccc(S(=O)(=O)N2CCCC2)cc1)NCCC1=CCCCC1 | 1 | -31% | 0% | -2% | 3% | 1% | 8% | -4% | -19%
COc1ccc(SCCc2nnc(-c3ccccc3)o2)cc1 | 0 | -10% | 0% | -2% | 12% | 3% | -4% | 15% | -20%
Cc1[nH]c2ccccc2c1NC(=O)CN1CCN(C(=O)c2ccco2)CC1 | 1 | 0% | 0% | 0% | 9% | 6%[57.1 µM] | -5%[57.1 µM] | 0% | -20%
CN(C)C(=S)c1ccc(N(C)C)cc1 | -2 | -25% | 2% | 5% | 7% | -4% | -2% | -8% | -23%
Cc1ccnc(NC(=O)c2ccc(S(=O)(=O)N3CCCCCC3)cc2)c1 | -2 | 1% | 3% | -8% | 4% | -9% | -14% | 2% | -7%
O=C1C2C3C=CC(C3=C3CCCCC3)C2C(=O)N1c1ccccc1 (stereo not given) | -3 | -31% | -1% | -3% | -1% | 20µM* | 4% | -6% | -3%
NC(=O)c1ccccc1OCC(=O)N1CCCC1c1ccc2c(c1)OCCCO2 (stereo not given) | -2 | -16% | -1% | -3% | 9% | -4% | -1% | -11% | -14%
CCCCCCN1CC(O)=C(c2nc3ccccc3[nH]2)C1=N | -13 | 2% | -2% | 0% | -3% | 18% | 12% | -13% | -1%
CCOc1ccc(Nc2c3c(nc4nncn24)CCC3)cc1 | 2 | -16% | -18% | -1% | 18% | 18% | 7% | -9% | -27%
COC(=O)c1ccc2[nH]c3c(c2c1)CC(C)CC3 (stereo not given) | 2 | -33% | 1% | 6% | -6% | 12% | 0% | -10% | -23%
ON=C1c2ccccc2-c2cc(Br)ccc21 | 7 | -18% | -13% | -6% | 6% | 4%[11.4 µM] | -1%[11.4 µM] | -5% | -19%
O=C1c2ccc3c4c(ccc(c24)C(=O)N1c1cccc(O)c1)CC3 | -1 | -4% | 3% | -4% | 0% | -11% | -4% | -9% | -8%
COc1ccc(C=NCC2COc3ccccc3O2)cc1OC (stereo not given) | -11 | -6% | 0% | -2% | 0% | 14% | 10% | -3% | -22%
Cc1ccc(NC(=O)CS(=O)CC(=O)NC(C)CCc2ccco2)cc1Cl (stereo not given) | -6 | -25% | 0% | -4% | 6% | 18% | 6% | 1% | -8%
Cc1ccc(Cn2cc(CCC(=O)NC3CCC(C)CC3)c3ccccc32)cc1 (stereo not given) | 5 | 0% | 1% | 2% | 0% | -17% | -7% | 1% | -13%
Cc1cc(C)n(-c2ccc(C(=O)OCC(=O)Nc3ccc(S(=O)(=O)N4CCOCC4)cc3)cc2)n1 | 1 | -10% | -6% | -3% | -2% | -3% | -7% | 1% | -8%
O=C(c1cc2ccccc2oc1=O)N(Cc1ccc(F)cc1)C1CCS(=O)(=O)C1 (stereo not given) | -7 | 3% | 3% | 4% | 5% | 20% | 6% | 0% | -24%
COc1ccc(CC(=O)O/N=C(\N)Cc2cccc3ccccc23)cc1 | -8 | 22% | -22% | -2% | 4% | 23% | 3% | ? | -10%
CC(=O)Nc1ccc(S(=O)(=O)NC(CC(=O)O)c2ccc(OC(C)C)cc2)cc1 (stereo not given) | -6 | -43% | 4% | -1% | 8% | -7% | -5% | -1% | -7%
O=C(CSc1nc2ccccc2o1)N/N=C/c1ccc(O)c(O)c1 | 5 | -3% | -30% | ? | 2% | -2% | -9% | -12% | 1%
CCN(CC)CCCNC(=O)Cn1cnc2sc(C)c(S(=O)(=O)N3CCN(c4ncccn4)CC3)c2c1=O | -3 | -1% | 1% | -2% | 3% | 9%[57.1 µM] | 8%[57.1 µM] | -2% | -5%
CCOc1ccc(C(=O)Nc2ccc(-c3nc4ccccc4s3)c(C)c2)cc1OCC | -8 | 32% | -1% | 2% | -2% | 16%[57.1 µM] | 4%[57.1 µM] | 0% | -10%
CC1=NNC(=O)C1CCC(=O)N/N=C(\C)c1ccccc1 (stereo not given) | -6 | 5% | -7% | -5% | 0% | 18% | 2% | -1% | -9%
Cc1cc2oc(=O)cc(CN3CCOCC3)c2cc1C(C)C | -4 | 7% | -19% | 1% | 4% | 6% | -2% | 0% | -3%
Cc1ccc(C2C=C(c3ccc4c(c3)OCO4)Nc3ncnn32)cc1 (stereo not given) | 7 | -17% | -6% | -1% | 2% | ? | 8% | -8% | -11%
O=C(O)C1C(C(=O)O)C1(c1ccccc1)c1ccccc1 (stereo not given) | -4 | 2% | -3% | -5% | 12% | 15% | 0% | 1% | -16%
